# Jurkat NFkB inh: inhibitors of induced NF-kB luciferase reporter, primary screen, TCR NF-kB activation inhibitor project, cell-based, luminescence, uHTS | hit rate 0.53% among 330,000 | inhibition, % at 4 µM | Jurkat, PMA/ionomycin-induced NF-kB luciferase reporter
# Apaf-1 inh: inhibitors of human Apaf-1 apoptosome, primary screen, biochemical, DEVD-Rh110 fluorescence, uHTS | Apoptotic protease-activating factor 1 (Homo sapiens), O14727 | reconstituted apoptosome caspase-3 activity | inhibition, % at 20 µM | hit rate 0.71% among 330,000 | AID 489030, 2010; active = inhibition of at least 40% at 20 µM;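 also: plate controls were DMSO wells for no effect and DEVD-CHO caspase inhibitor wells for full effect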
# Target sequence (O14727 whole entry, looked up): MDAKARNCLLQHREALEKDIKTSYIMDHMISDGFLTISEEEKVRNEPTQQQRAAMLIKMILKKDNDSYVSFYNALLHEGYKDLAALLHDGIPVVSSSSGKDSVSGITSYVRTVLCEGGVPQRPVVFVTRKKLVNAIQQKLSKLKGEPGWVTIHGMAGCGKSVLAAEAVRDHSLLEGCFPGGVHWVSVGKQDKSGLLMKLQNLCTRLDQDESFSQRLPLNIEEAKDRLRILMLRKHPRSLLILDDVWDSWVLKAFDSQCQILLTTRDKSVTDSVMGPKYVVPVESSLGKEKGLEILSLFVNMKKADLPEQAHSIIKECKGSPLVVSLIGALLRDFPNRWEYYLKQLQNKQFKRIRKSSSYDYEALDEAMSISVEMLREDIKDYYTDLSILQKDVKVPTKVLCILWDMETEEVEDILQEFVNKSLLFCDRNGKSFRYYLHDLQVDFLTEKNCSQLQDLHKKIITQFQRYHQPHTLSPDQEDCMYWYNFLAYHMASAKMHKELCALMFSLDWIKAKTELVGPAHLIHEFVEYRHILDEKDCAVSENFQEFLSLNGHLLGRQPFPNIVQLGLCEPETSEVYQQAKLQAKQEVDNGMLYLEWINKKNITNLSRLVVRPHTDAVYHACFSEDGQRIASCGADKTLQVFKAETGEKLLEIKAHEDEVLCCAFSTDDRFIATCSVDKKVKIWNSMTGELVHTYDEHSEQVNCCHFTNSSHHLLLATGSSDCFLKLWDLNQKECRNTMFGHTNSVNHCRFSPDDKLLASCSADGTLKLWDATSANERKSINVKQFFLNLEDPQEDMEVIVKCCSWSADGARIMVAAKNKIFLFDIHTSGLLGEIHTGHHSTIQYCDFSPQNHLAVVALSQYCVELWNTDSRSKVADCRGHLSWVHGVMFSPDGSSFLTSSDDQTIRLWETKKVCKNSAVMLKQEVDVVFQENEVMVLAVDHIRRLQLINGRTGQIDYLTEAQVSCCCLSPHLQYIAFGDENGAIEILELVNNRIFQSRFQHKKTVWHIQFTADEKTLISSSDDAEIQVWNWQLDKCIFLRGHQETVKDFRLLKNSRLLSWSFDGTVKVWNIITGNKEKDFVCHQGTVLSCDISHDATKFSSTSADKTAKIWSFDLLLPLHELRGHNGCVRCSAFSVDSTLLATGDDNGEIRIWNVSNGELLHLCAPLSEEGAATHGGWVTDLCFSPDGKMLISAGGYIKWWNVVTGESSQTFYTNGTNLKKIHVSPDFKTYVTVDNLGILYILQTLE
#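 System: Apoptosome proteins | Medium: Hepes pH 7.5 with detergent and BSA | Also added: Cytochrome c trigger plus (Z-DEVD)2-Rh110 caspase-3 substrate | Incubation: 30 min compound preincubation, 50 min activation, room temperature | Detection: Rhodamine 110 fluorescence at Ex 480/Em 540 nm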
# SENP8 block: SENP8 protease inhibitors, primary screen, biochemical, luminescence. purified SENP8, Z-RLRGG-aminoluciferin cleavage. hit rate 1.2% among 330,000. inhibition, % at 10 µM. AID 2540, 2010
# SENP7 block: SENP7 protease inhibitors, primary screen, biochemical, luminescence, uHTS; Sentrin-specific protease 7 (Homo sapiens), Q9BQF6; recombinant SENP7, Z-RLRGG-aminoluciferin luminescence, 40 min; inhibition, % at 5 µM; hit rate 1.5% among 330,000; AID 434973, 2010;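 active = inhibition above about 50% at the single test dose, limit read from the data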;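 also: plate controls were DMSO with enzyme for no effect and no enzyme buffer wells for full effect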
# Gli-Sufu block: Gli-Sufu pathway antagonists, primary screen, luciferase luminescence, Sufu-KO-LIGHT cells, uHTS. Sufu-KO-LIGHT fibroblasts, Gli luciferase reporter luminescence. inhibition, % at 5 µM. hit rate 0.74% among 340,000;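 active = inhibition above about 55%, limit read from the data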;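 also: 0% = DMSO-treated cells and 100% = wells with medium but no cells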
# HKDC1 inhibitor: HKDC1 hexokinase inhibitors, primary screen, biochemical, fluorescence, uHTS; Q2TB90; recombinant HKDC1, G6PDH/diaphorase resazurin coupled fluorescence; inhibition, % at 20 µM; hit rate 0.16% among 340,000; AID 493160, 2011;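 active = inhibition above about 35% when tested at 20 µM, limit read from the data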;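 also: plate controls were DMSO wells with enzyme for no effect and DMSO wells lacking enzyme for full effect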
#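 Assay system – recombinant HKDC1 (HK5) hexokinase enzyme, produced in-house · Input – HKDC1 at 5 µg/mL · Reagent – glucose plus 1 mM ATP as hexokinase substrates · Timing – 90 min reaction incubation at room temperature, dark · Measured by – G6PDH/diaphorase-coupled fluorescence, 1 mM NADP, 100 µM resazurin, 525/613 nm · Benchmarks – DMSO-enzyme wells negative, buffer-substituted wells positive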
# UBC13 inh: UBC13 polyubiquitin chain formation inhibitors, primary screen, biochemical, TR-FRET, uHTS; Ubiquitin-conjugating enzyme E2 N (Homo sapiens), P61088; inhibition, % at 20 µM; hit rate 0.47% among 330,000; in the data active = inhibition above about 45%, passing the limit was not always enough
# 697 NFkB inh: inhibitors of PMA/ionomycin-induced NF-kB reporter, 697 cells, primary screen, B-cell NF-kB inhibitor project, cell-based, luminescence, uHTS. 697 B-cell NF-kB luciferase reporter, 16 h. inhibition, % at 4 µM. hit rate 0.33% among 330,000. AID 435022, 2010; in the data active = inhibition above about 35%
# * hit, by the source's call; · = not tested or not shown. Rule as the data show it, unless noted: active = inhibition above about 50%; inactive = the rest.
entry	SMILES	Jurkat NFkB inh	Apaf-1 inh	SENP8 block	SENP7 block	Gli-Sufu block	HKDC1 inhibitor	UBC13 inh	697 NFkB inh
1	Cc1ccc(CC(NC(=O)C2CCCCC2)C(=O)O)cc1 (stereo not given)	·	15	·	-10	-4	0	·	12
2	Cc1ccccc1C(=O)NNC1=NCCC1	10	-13	1	13	0	-5	-1	15
3	COc1ccc(C(=S)N2CCOCC2)cc1OC(=O)c1ccccc1	10	8	-8	-2	22	-7	-6	-4
4	Clc1ccc(-c2noc(CSc3nnc(-c4ccncc4)n3-c3ccccc3)n2)cc1	32	35	-13	-6	9	11	-3	-25
5	Cn1c(N)c(C(=O)COC(=O)C(Cc2ccccc2)NC(=O)c2ccccc2)c(=O)n(C)c1=O (stereo not given)	-4	11	-7	-2	-11	-9	-11	1
6	COc1cccc(CN2CCCC(C(=O)c3ccc4c(c3)OCO4)C2)c1OC (stereo not given)	-19	8	-10	-1	-4	-2	1	-11
7	O=C(CCC1CCCC1)Nc1cccn(Cc2ccccc2Br)c1=O	7	19	-9	8	-2	0	-12	0
8	COc1ccc(-c2oc3cccnc3c2C#CC2(O)CCCCC2)cc1	-8	29	-7	-9	-2	7	16	1
9	CNc1ccc(OC)cc1-n1cnc(-c2ccc([N+](=O)[O-])cc2)c1	20	15	-2	-4	-12	-4	-11	-14
10	O=C(NCc1cccnc1)c1ccc(Cl)c(Cl)c1	18	-7	0	1	4	5	0	13
11	COc1ccc(N2CCN(C(=O)COc3ccc4c(C)cc(=O)oc4c3)CC2)cc1	10	-19	3	6	4	-4	-4	6
12	Cc1cc(C)nc(N2CCCC(C(=O)Nc3nnc(C(C)(C)C)s3)C2)n1 (stereo not given)	10	2	3	3	0	-3	1	-5
13	c1ccc(-c2csc(NC3CCCCC3)n2)cc1	-117	19	48	4	-93	-5	3	-101
14	CNC(=S)N1CCC(Cc2ccccc2)CC1	22	-1	-1	3	4	-4	6	12
15	O=C(Nc1ncc2c(n1)CC(c1ccc(Cl)cc1)CC2=O)c1ccco1 (stereo not given)	-5	12	-13	-15	-6	-4	-1	-15
16	O=C(Cc1ccccc1)NC1CCN(Cc2ccccc2)CC1	-8	0	-5	-5	13	-7	4	2
17	Cc1ccc(-c2oc3ccccc3c(=O)c2O)cc1	-36	7	-15	-2	-5	-6	2	1
18	COc1ccccc1Nc1nc(-c2cccc([N+](=O)[O-])c2)cs1	-29	-14	1	12	4	-6	-1	-61
19	COC(=O)c1cc(NC(=O)CSc2nncn2C)cc(C(=O)OC)c1	-17	0	2	5	0	-2	0	6
20	CN1CCN(C(CNC(=O)Nc2ccc(Cl)cc2)c2ccc(F)cc2)CC1 (stereo not given)	-7	6	-11	12	11	7	8	-21
21	C=CCNC(=S)Nc1ccc(Br)cc1F	1	-1	-3	0	7	3	-15	-30
22	CSc1nc(=O)n(-c2ccccc2)c(C)c1C(C)=O	-7	-6	-1	7	0	-9	1	6
23	CCCCOc1cc(C)nc(NCc2ccccc2)n1	-15	12	-6	8	-60	10	6	-78
24	COc1cc(NC(=O)c2ccccc2)c(OC)cc1NC(=O)Cc1cccs1	-13	12	4	-3	-7	19	-19	-54
25	C/C(=N\Nc1ncc(Cl)cc1Cl)c1cccs1	-130	8	31	47	·	·	-11	-138
26	C=CCn1c(SCC(=O)Nc2ccc3c(c2)CCC3)nc2ccccc2c1=O	-20	24	-4	-10	2	-2	-17	-39
27	COc1ccc(NC(=O)C2CCC(=O)N2)cc1 (stereo not given)	14	-1	-8	-6	-8	-7	-2	4
28	COc1ccc(CNC(=O)C(C)N2CCN(c3ccc(C(C)=O)cc3)CC2)cc1 (stereo not given)	-5	8	0	-3	34	-5	-5	-6
29	C=CCN1C(=O)/C(=C/c2ccsc2)SC1=S	-10	2	-15	-8	15	-4	-9	-6
30	COc1cccc(C(C(=O)NC(C)(C)C)N(CCC(C)C)C(=O)CCC(=O)Nc2cc(C)on2)c1OC (stereo not given)	-16	11	-3	-3	4	-6	-5	5
31	O=c1ccc2cc(S(=O)(=O)N3CCN(c4ccccc4F)CC3)ccc2o1	9	6	-1	-5	-14	-6	5	2
32	CN(C(=O)COc1cc(C(F)(F)F)nn1C)c1ccccc1	13	0	-2	-1	-1	-2	2	6
33	O=C(CCCOc1ccc(Cl)cc1)NC1CCCCC1	-19	-6	-6	11	-5	0	-2	-2
34	NC(=O)CSc1nnc(COc2ccccc2)n1N	-9	14	1	2	5	-7	-15	-29
35	COc1ccccc1C(=O)NC(=O)COC(=O)c1ccc(Cl)nc1	-4	4	-2	-5	-3	2	2	7
36	CC(C)[C@H](NC(=O)c1c(F)cccc1F)C(=O)N1CCN(c2ccc(F)cc2)CC1	-2	8	-14	-5	-12	0	-10	-6
37	Cc1c(NC(=O)c2cc(CC(C)C)on2)c(=O)n(-c2ccccc2)n1C	-1	-4	11	55*	1	-7	5	19
38	Cc1ccc(S(=O)(=O)N2CCN(C(=O)C(C)Cn3nc(C)c(C)c3C)CC2)cc1 (stereo not given)	7	0	0	1	9	-5	3	5
39	CCC(C)c1ccccc1O (stereo not given)	2	-15	0	9	-1	-1	-6	19
40	Cc1ccc(SCCC(=O)OCC(=O)Nc2ccc(C(N)=O)cc2)cc1	10	-1	2	3	-5	-5	0	20
41	O=C(c1cnn2cccnc12)N1CCN(c2ccccc2)CC1	-33	6	-2	-12	-15	-10	-1	-28
42	O=C1CCN(Cc2ccc(Br)cc2)CCN1CCO	-3	5	2	-12	6	-5	-3	-11
43	O=C(NCc1ccco1)c1nc2ccccc2s1	-10	-12	-6	-2	-14	-4	16	-6
44	CN(C)C(=O)c1ccc(NC(=O)c2ccccc2Sc2ccccc2C#N)cc1	3	-2	-14	1	·	0	-20	-21
45	Cc1ccc(C(=O)NCC(=O)OCc2nnc(-c3ccc([N+](=O)[O-])cc3)o2)s1	12	-11	6	1	-9	-1	-14	12
46	CSc1ccccc1C(=O)Nc1cc(C)cc(C)c1	3	-5	-5	3	-1	0	4	14
47	O=C(CSc1nc(-c2ccccc2)cs1)N1CCc2ccccc21	3	2	4	3	-3	-1	6	16
48	CC(C)(C)NC(=O)/C(=C\c1ccco1)NC(=O)c1cccs1	3	3	-5	5	1	-3	-7	-11
49	O=C(NCC(c1ccco1)N1CCCCC1)c1cc2c(s1)CCCC2 (stereo not given)	-8	6	5	1	7	4	27	7
50	O=C(Nc1ccc(C(F)(F)F)cc1)c1ccc2ncsc2c1	-35	15	-2	1	-30	-2	2	-96

# By substructure: those above with an aryl thioether with sulfur outside any ring.
entry	SMILES	Jurkat NFkB inh	Apaf-1 inh	SENP8 block	SENP7 block	Gli-Sufu block	HKDC1 inhibitor	UBC13 inh	697 NFkB inh
4	Clc1ccc(-c2noc(CSc3nnc(-c4ccncc4)n3-c3ccccc3)n2)cc1	32	35	-13	-6	9	11	-3	-25
19	COC(=O)c1cc(NC(=O)CSc2nncn2C)cc(C(=O)OC)c1	-17	0	2	5	0	-2	0	6
22	CSc1nc(=O)n(-c2ccccc2)c(C)c1C(C)=O	-7	-6	-1	7	0	-9	1	6
26	C=CCn1c(SCC(=O)Nc2ccc3c(c2)CCC3)nc2ccccc2c1=O	-20	24	-4	-10	2	-2	-17	-39
34	NC(=O)CSc1nnc(COc2ccccc2)n1N	-9	14	1	2	5	-7	-15	-29
40	Cc1ccc(SCCC(=O)OCC(=O)Nc2ccc(C(N)=O)cc2)cc1	10	-1	2	3	-5	-5	0	20
44	CN(C)C(=O)c1ccc(NC(=O)c2ccccc2Sc2ccccc2C#N)cc1	3	-2	-14	1	·	0	-20	-21
46	CSc1ccccc1C(=O)Nc1cc(C)cc(C)c1	3	-5	-5	3	-1	0	4	14
47	O=C(CSc1nc(-c2ccccc2)cs1)N1CCc2ccccc21	3	2	4	3	-3	-1	6	16

# New compounds follow.
entry	SMILES	Jurkat NFkB inh	Apaf-1 inh	SENP8 block	SENP7 block	Gli-Sufu block	HKDC1 inhibitor	UBC13 inh	697 NFkB inh
51	NS(=O)(=O)c1cccc(NC(=O)CC23CC4CC(CC(Br)(C4)C2)C3)c1	11	-3	7	2	14	2	5	14
52	C=CCC(c1ccccc1F)N(CCN1CCOCC1)C(=O)Nc1cccc(Cl)c1 (stereo not given)	1	4	0	0	11	2	1	10
53	O=C(CCNC(=O)c1ccc(Br)cc1)Nc1nccs1	-16	6	-15	-6	-1	-2	-10	-10
54	CC(=O)c1c(O)c2ccccc2n(Cc2ccccc2)c1=O	-14	11	-8	-7	7	0	42	-10
55	COc1ccc(-c2noc(COc3ccc4ccccc4c3Br)n2)cc1OC	-9	-136	-8	-7	11	-2	-5	-6
56	O=S(=O)(c1ccc2ccccc2c1)N1CCN(C2CCN(Cc3ccccc3)CC2)CC1	24	9	0	2	9	-8	-5	-7
57	COc1ccc(NC(=O)Cn2cccc2)c(OC)c1	-3	7	-10	-4	2	-10	-4	10
58	Cc1ccc(S(=O)(=O)N(CC(=O)NC2CC2)c2ccc(C)c(Cl)c2)cc1	8	-3	4	1	-17	-2	-6	12
59	O=C(CSc1nc2ccccc2c(=O)n1Cc1ccc(C(=O)NC2CC2)cc1)NCc1ccco1	-6	1	-10	-1	-1	2	-5	-21
60	CCN(CC)C(=O)CCSc1nnc(-c2ccncc2)o1	4	-6	0	8	28	2	3	-2
61	CCC(=O)Nc1nc2c(s1)COc1ccccc1-2	13	-2	-3	0	-5	-8	9	9
62	Cc1ccc(S(=O)(=O)N2CCOCC2)cc1NC(=O)COC(=O)C1=COCCO1	-4	-2	3	-4	-1	-3	0	9
63	CN(C)S(=O)(=O)N1CCN(S(=O)(=O)N(C)C)CC1	-1	3	-2	3	6	-7	6	-5

# Another view of some results above:
60. CCN(CC)C(=O)CCSc1nnc(-c2ccncc2)o1
  Jurkat NFkB inh: 4
  Apaf-1 inh: -6
  SENP8 block: 0
  SENP7 block: 8
  Gli-Sufu block: 28
  HKDC1 inhibitor: 2
  UBC13 inh: 3
  697 NFkB inh: -2

63. CN(C)S(=O)(=O)N1CCN(S(=O)(=O)N(C)C)CC1
  Jurkat NFkB inh: -1
  Apaf-1 inh: 3
  SENP8 block: -2
  SENP7 block: 3
  Gli-Sufu block: 6
  HKDC1 inhibitor: -7
  UBC13 inh: 6
  697 NFkB inh: -5
